Assay outcomes deposited in PubChem BioAssay by National Center for Advancing Translational Sciences (NCATS).
USP2a inh: qHTS Assay for Inhibitors of Ubiquitin-specific Protease USP2a Using CHOP2 as the Reporter | USP2 core, Ub-CHOP2 coupled fluorogenic reporter, 485/531 | Ubiquitin carboxyl-terminal hydrolase 2 (Homo sapiens), O75604 | Potency, µM (highest dose often 38.3 µM), for inactives: at the top dose activity change, negative = inhibition, actives largely listed as inhibitors | hit rate 0.01% among 330,000;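 note: potency is the fitted concentration of half-maximal effect; plate controls were DMSO wells for no effect and full inhibition by NEM control for full effect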
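Deubiquitinase activity read as fluorescence (485/531 nm) after Ub-CHOP2 cleavage activates the enterokinase reporter on its substrate; USP2 core 10nM, Ub-CHOP2 and substrate 25nM each, 30min compound preincubation then 60min RT; data normalized to NEM, curves fitted.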
Giardia kill: Small Molecules that selectively kill Giardia lamblia: qHTS; hit rate 0.15% among 340,000; Giardia lamblia trophozoite viability; activity change, % at 7.66 µM, hits read low; in the data active = activity change below about -80%; inconclusive = between about -30% and that limit;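 note: parasites exposed to compound for two days anaerobically before the ATP read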
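Killing of trophozoites was scored by loss of ATP luminescence after a 48 hrs anaerobic exposure to compounds at 37 deg C, using 100 cells per well.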
Coupling enz: qHTS Assay for Inhibitors of Fructose-1,6-bisphosphate Aldolase from Giardia Lamblia: Coupling assay counterscreen; coupling enzyme system counterscreen, AmpLite Red fluorescence; activity change, negative = inhibition, % at 58.2 µM, hits read low; hit rate 0.67% among 290,000; AID 2472, 2010; in the data active = activity change below about -30%
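Activity here indicates interference with the coupling reaction, not aldolase inhibition. Compounds at 57.5 uM final met coupling enzymes for 10 min at RT; substrate and AmpLite Red detection followed, with a 525/598 nm fluorescence read after 20 min.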
Eya2 inh: qHTS Assay for Inhibitors of the Phosphatase Activity of Eya2. recombinant Eya2, OMFP fluorescence dephosphorylation (OMFP is methylfluorescein phosphate). Potency, µM (doses to about 76.9 µM), inactives show at the top dose activity, negative = inhibition, hits mostly inhibitors. hit rate 0.006% among 330,000. AID 488837, 2010; note: potency is the fitted concentration of half-maximal effect
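Eya2 (0.2 uM) preincubated 10 min at ambient with compound, then OMFP substrate added at 50 uM; 10 min reaction in 50 mM HEPES pH 7.5, 50 mM NaCl, 5 uM MgCl2, 0.05% BSA, 1 mM DTT. Fluorescence read at Ex 485/Em 525 nm.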
KCNH2 WT inh: qHTS for Inhibitors of KCHN2 3.1: Wildtype qHTS; hit rate 0.37% among 340,000; activity change, % at 1.84 µM; U2OS, BacMam KCNH2, thallium flux FluxOr; hits give low values; AID 720551, 2013; Voltage-gated inwardly rectifying potassium channel KCNH2 (Homo sapiens), Q12809;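 active = maximum activity change below -70%; inconclusive = maximum activity change between -70% and -50%; inactive = maximum activity change above -50%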
Target sequence (Q12809 whole entry, looked up): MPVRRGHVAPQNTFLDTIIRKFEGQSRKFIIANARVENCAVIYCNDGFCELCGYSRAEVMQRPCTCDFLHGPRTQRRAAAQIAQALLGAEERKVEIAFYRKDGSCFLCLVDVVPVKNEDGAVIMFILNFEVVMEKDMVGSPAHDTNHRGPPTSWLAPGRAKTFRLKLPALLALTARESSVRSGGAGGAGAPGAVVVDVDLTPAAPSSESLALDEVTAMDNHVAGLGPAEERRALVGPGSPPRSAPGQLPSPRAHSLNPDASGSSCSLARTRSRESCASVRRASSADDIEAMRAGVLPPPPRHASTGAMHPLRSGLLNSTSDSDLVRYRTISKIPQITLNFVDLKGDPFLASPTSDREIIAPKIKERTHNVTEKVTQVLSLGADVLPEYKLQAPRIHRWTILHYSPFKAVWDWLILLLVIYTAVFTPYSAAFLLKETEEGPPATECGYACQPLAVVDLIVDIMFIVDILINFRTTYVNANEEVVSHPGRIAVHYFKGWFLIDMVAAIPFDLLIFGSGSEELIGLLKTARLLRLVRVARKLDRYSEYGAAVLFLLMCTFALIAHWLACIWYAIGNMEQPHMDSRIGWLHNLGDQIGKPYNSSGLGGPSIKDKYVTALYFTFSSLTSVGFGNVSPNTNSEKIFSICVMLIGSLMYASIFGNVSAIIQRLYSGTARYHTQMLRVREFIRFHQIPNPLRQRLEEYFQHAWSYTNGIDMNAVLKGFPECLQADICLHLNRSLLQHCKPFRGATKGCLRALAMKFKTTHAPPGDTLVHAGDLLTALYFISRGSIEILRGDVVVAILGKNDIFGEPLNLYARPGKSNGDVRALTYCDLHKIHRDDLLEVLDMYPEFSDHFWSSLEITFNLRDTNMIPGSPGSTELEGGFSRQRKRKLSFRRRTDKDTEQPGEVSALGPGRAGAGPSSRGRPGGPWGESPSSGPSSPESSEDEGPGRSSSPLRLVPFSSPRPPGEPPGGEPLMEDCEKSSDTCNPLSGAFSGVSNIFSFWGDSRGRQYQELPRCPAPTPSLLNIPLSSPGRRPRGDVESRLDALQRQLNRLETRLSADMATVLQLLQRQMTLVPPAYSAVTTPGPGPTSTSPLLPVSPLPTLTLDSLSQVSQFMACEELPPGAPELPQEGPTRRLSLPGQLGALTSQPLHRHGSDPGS
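U2OS cells were transduced with wild-type KCNH2 virus (2.03 x 10^8 / mL) for 4 h at room temperature, then cultured overnight at 37 C. Thallium flux was read with FluxOr dye. Rate constants were normalized to DMSO controls.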
PKM2 act: qHTS Assay for Activators of Human Muscle isoform 2 Pyruvate Kinase; purified PKM2, Kinase-Glo ATP luminescence, activation; response scale: 0% is enzyme alone, no compound; Potency, µM (titrated, usually from 57.5 µM), without a hit: at the top dose activation, hits mostly activators; hit rate 0.34% among 260,000; note: potency is the fitted concentration of half-maximal effect; nearly all actives have a fitted effect of over 55% in size
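Purified hPK-M2 (>95% pure) converted ADP (0.1 mM final) to ATP with 0.5 mM PEP in 50 mM imidazole pH7.2, KCl, MgCl2, Tween 20, BSA; 1 h at room temperature. ATP detected by Kinase-Glo luminescence.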
B2AR arrestin: qHTS assay of beta-arrestin-biased ligands of beta2-adrenergic receptor; Potency, µM (titrated, usually from 46.1 µM), without a hit: at the highest dose activation, hits mostly activators; Beta-2 adrenergic receptor (Homo sapiens), P07550; AID 492947, 2010; hit rate 0.02% among 330,000; beta-arrestin recruitment to beta2AR, cell-based reporter;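 note: potency is the fitted concentration of half-maximal effect; 0% = DMSO controls and full agonism = EC100 isoproterenol or metaproterenol; nearly all actives have a fitted effect of over 65% in size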
uPA surface inh: qHTS for Inhibitors of Cell Surface uPA Generation; AID 540303, 2011; Potency, µM (top dose mostly 38.3 µM), without a hit: at the top dose activity change, negative = inhibition, actives largely listed as inhibitors; cell surface uPA generation assay, qHTS; hit rate 0.31% among 330,000; active = well fitted inhibition curve with a large enough effect; inconclusive = small, poorly fitted or top-dose-only effect; inactive = no such curve, though single readings can be large or run the other way; tested in mouse RAW 264.7 cells; note: potency is the fitted concentration of half-maximal effect; nearly all actives have a fitted effect of over 55% in size
GALK inh: qHTS Assay for Inhibitors of Human Galactokinase (GALK); Purified GALK, Kinase-Glo residual ATP luminescence; hit rate 0.007% among 270,000; Potency, µM (series often up to 57.5 µM), for the others: top-dose activity change, negative = inhibition, hits mostly inhibitors; note: potency is the fitted concentration of half-maximal effect
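Galactose (100 uM) and ATP (35 uM) were turned over by 5 nM GALK for 1 h at RT. Kinase-Glo Plus then converted the remaining ATP into a luminescent signal.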
Chronic BCR inh: qHTS Assay to Find Inhibitors of Chronic Active B-Cell Receptor Signaling. ABC-DLBCL IkBa-CBG/CBR reporter, luminescence ratio, 4 h. Potency, µM (doses to about 46.1 µM), for inactives: top-dose ratio change, negative = lower green/red ratio, hits mostly inhibitors. hit rate 0.05% among 340,000. AID 493014, 2011; active = well fitted inhibition curve with a large enough effect in the signal ratio, with a control signal flat, not every such curve was filed as active; inconclusive = small, poorly fitted or top-dose-only effect, or effect the other way, or a change in a side signal; the % refers to the signal ratio;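 note: potency is the fitted concentration of half-maximal effect; plate controls were basal doxycycline-induced cells for no effect and cells given 10 µM MG132 for full effect; MG132 reads +100%, hits lower the ratio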
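TMD8 ABC-DLBCL cells carrying doxycycline-inducible green luciferase fused to IkappaBalpha plus unfused red luciferase were exposed to compounds (up to 46 uM) for 4 hrs at 37C. Activity came from the overlap-corrected green/red luminescence ratio.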
KCNH2 3.1 block: qHTS for Inhibitors of KCHN2 3.1: Mutant qHTS | Potassium voltage-gated channel subfamily H member 2, brain isoform KCNH2 3.1 (human) | U2OS KCNH2 3.1, thallium flux FluxOr; hits give low values | activity change, % (tested at about 1.8 µM) | hit rate 0.95% among 340,000 | AID 720553, 2013;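 active = maximum activity change below -70%; inconclusive = maximum activity change from -70% to -50%; inactive = maximum activity change above -50%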;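 note: thallium influx rate constant from kinetic fluorescence after stimulation buffer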
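Kinetic fluorescence (2 min after stimulation buffer) measures Tl+ influx through KCNH2 3.1 expressed by viral transduction in U2OS cells; the rate constant is normalized against DMSO controls serving as positive and negative references.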
* = called active by the depositor; ? = inconclusive; nt = no result given. Unless noted, calls come from the whole dose curve; as a rule, active = well fitted curve in the direction sought with a large enough effect; inconclusive = small, poorly fitted or top-dose-only effect, or another doubt; inactive = no such curve, though single readings can be large; an effect the other way counts as inactive or inconclusive. Unless noted, % is set by controls: 0 for no effect and ±100 for the full control effect. No enrichment for hits (roughly 2.4% active in at least one column).

no.	mol	USP2a inh	Giardia kill	Coupling enz	Eya2 inh	KCNH2 WT inh	PKM2 act	B2AR arrestin	uPA surface inh	GALK inh	Chronic BCR inh	KCNH2 3.1 block
1	Cc1cccc(-n2ncc3c(NCCc4ccc(S(N)(=O)=O)cc4)ncnc32)c1	2%	18	-6	-8%	11	1%	0.2%	-4%	2%	?	11
2	COc1cc(C(=O)NCc2nnc(SCC(=O)Nc3nc4ccc(C)cc4s3)o2)cc(OC)c1OC	3%	-7	3	-5%	-7	-16%	-0.4%	-4%	-2%	?	-2
3	CCN1CCc2nc3ccccc3c(C(=O)Nc3ccc(C#N)cc3)c2C1	3%	3	3	-3%	22	-5%	0.0%	12%	10%	-19%	-33
4	Cc1csc(=O)n1CCC(=O)OCC(=O)Nc1ccc(Cl)cn1	0%	14	nt	-8%	-7	nt	-0.2%	0%	nt	10%	-5
5	O=C(Oc1cccc(Cl)c1)N1CCOCC1	-2%	-12	-1	?	-2	1%	-0.2%	2%	2%	-2%	-8
6	CCOC(=O)Cc1csc(NC(=S)NC(=O)c2cc(OC)c(OC)c(OC)c2)n1	-10%	-13	-1	-1%	4	-2%	0.1%	-15%	-1%	?	-2
7	CCCOc1ccc(Br)cc1CSC(=N)N	3%	-20	-7	0%	21	-7%	-0.7%	5.6µM*	1%	?	-35
8	CC(=O)Oc1ccc(/C=C2\N=C(C3CCCCC3)OC2=O)cc1	3%	-19	1	4%	2	-3%	4.0%	0%	3%	-5%	-6
9	C/C=C/c1ccc(OCC(O)CN2CCCCCCC2)c(OC)c1 (configuration not stated)	-2%	3	2	-15%	19	-1%	0.2%	-9%	-7%	-5%	-28
10	COc1cccc2sc(Nc3nc4ccc(NC(C)=O)cc4s3)nc12	-3%	-4	-3	-2%	-2	-21%	-0.2%	-17%	0%	-1%	15
11	O=C(CN1CCN(C(=O)c2ccccc2F)CC1)Nc1ccc(Br)cc1	-2%	-6	0	4%	4	-1%	-0.1%	-3%	0%	-2%	-4
12	Cc1[nH]c(-c2ccc(F)cc2)cc1C(=O)N1CCN(c2ccccc2)CC1	3%	12	-3	3%	-13	nt	0.2%	7%	nt	?	?
13	CCOc1ccccc1N(CC(=O)Nc1c(C)n(C)n(-c2ccccc2)c1=O)S(=O)(=O)c1ccccc1	1%	6	-1	-2%	nt	-3%	-0.1%	21%	-2%	-12%	-17
14	CCNC(=O)CC1C(=O)N(c2ccc(OC)cc2)C(=O)N1Cc1ccc(OC)cc1 (configuration not stated)	0%	20	5	-31%	-14	0%	-0.1%	nt	3%	-7%	18
15	Cc1nnc(NC(=O)CSc2nnc(CCc3nc4ccccc4[nH]3)n2C)s1	-3%	7	2	-11%	-15	-8%	-0.3%	2%	1%	?	-2
16	O=C1CCC(C(=O)N2CCSCC2)CN1CCc1ccccc1 (configuration not stated)	0%	0	nt	10%	-13	nt	-0.6%	16%	-3%	0%	-2
17	CC(=O)Nc1cccc(NC(=O)Nc2ccc(F)cc2F)c1	-6%	-7	-3	-11%	2	7%	0.0%	6%	1%	?	-4
18	CC1(C)C2CCC1(C)C(Nc1ccccc1)C2 (configuration not stated)	0%	-3	-2	-12%	-10	-4%	-0.3%	0%	0%	9%	2
19	CC1C(=O)N2CCCc3cc(NC(=O)C4CC4)cc1c32 (configuration not stated)	-1%	24	nt	-5%	6	nt	-0.8%	0%	nt	-4%	21
20	O=C(c1ccco1)c1coc2c1cc(O)c1ccccc12	0%	?	-31*	0%	0	-7%	-0.6%	-3%	-1%	-4%	10
21	CCOc1ccc(C(C)=O)cc1COC(=O)c1cc([N+](=O)[O-])ccc1N1CCOCC1	2%	-10	nt	-10%	12	nt	0.1%	-3%	nt	?	-9
22	CCn1c(=NC(=O)CS(=O)(=O)c2ccc(C)cc2)sc2cccc(OC)c21	-10%	-1	nt	1%	8	nt	3.1%	?	nt	2%	7
23	COc1cccc(/C=N/NC(=O)CNC(=O)c2ccc(S(=O)(=O)N3CCCC3)cc2)c1OC	0%	-24	1	-20%	-6	3%	0.0%	-8%	-2%	5%	3
24	O=C(CSc1nc(O)c(C2CCCCC2)c(=O)[nH]1)NCC1CCCO1 (configuration not stated)	-5%	-1	1	-8%	-4	-11%	0.2%	3%	2%	?	2
25	Cc1cccc(N(CC(=O)NCc2ccc(F)cc2)C(=O)c2csnn2)c1C	0%	2	-3	-15%	-14	-11%	0.0%	-1%	3%	?	-16

Single records, from the list above:
`Cc1nnc(NC(=O)CSc2nnc(CCc3nc4ccccc4[nH]3)n2C)s1` as listed: USP2a inh: -3%; Giardia kill: 7; Coupling enz: 2; Eya2 inh: -11%; KCNH2 WT inh: -15; PKM2 act: -8%; B2AR arrestin: -0.3%; uPA surface inh: 2%; GALK inh: 1%; Chronic BCR inh: ?; KCNH2 3.1 block: -2
`CCN1CCc2nc3ccccc3c(C(=O)Nc3ccc(C#N)cc3)c2C1` as listed: USP2a inh: 3%; Giardia kill: 3; Coupling enz: 3; Eya2 inh: -3%; KCNH2 WT inh: 22; PKM2 act: -5%; B2AR arrestin: 0.0%; uPA surface inh: 12%; GALK inh: 10%; Chronic BCR inh: -19%; KCNH2 3.1 block: -33

Entries listed so far with fluorine:
no.	mol	USP2a inh	Giardia kill	Coupling enz	Eya2 inh	KCNH2 WT inh	PKM2 act	B2AR arrestin	uPA surface inh	GALK inh	Chronic BCR inh	KCNH2 3.1 block
11	O=C(CN1CCN(C(=O)c2ccccc2F)CC1)Nc1ccc(Br)cc1	-2%	-6	0	4%	4	-1%	-0.1%	-3%	0%	-2%	-4
12	Cc1[nH]c(-c2ccc(F)cc2)cc1C(=O)N1CCN(c2ccccc2)CC1	3%	12	-3	3%	-13	nt	0.2%	7%	nt	?	?
17	CC(=O)Nc1cccc(NC(=O)Nc2ccc(F)cc2F)c1	-6%	-7	-3	-11%	2	7%	0.0%	6%	1%	?	-4
25	Cc1cccc(N(CC(=O)NCc2ccc(F)cc2)C(=O)c2csnn2)c1C	0%	2	-3	-15%	-14	-11%	0.0%	-1%	3%	?	-16

The listing continues.
no.	mol	USP2a inh	Giardia kill	Coupling enz	Eya2 inh	KCNH2 WT inh	PKM2 act	B2AR arrestin	uPA surface inh	GALK inh	Chronic BCR inh	KCNH2 3.1 block
26	CCOc1ccc(C(=O)NCC2CCCO2)cc1 (configuration not stated)	0%	-8	-3	18%	10	0%	0.4%	nt	3%	8%	5
27	O=C(NNS(=O)(=O)c1ccccc1)C1CCN(S(=O)(=O)c2ccc(Cl)cc2)CC1	-2%	11	0	-17%	2	8%	-0.8%	0%	-5%	-4%	1
28	O=C(CNc1cc(S(=O)(=O)N2CCCC2)ccc1OCC(F)(F)F)Nc1cccc(C(F)(F)F)c1	-8%	0	-8	-14%	-1	-1%	2.5%	-2%	1%	0%	4
29	Cc1ccc(NC(=O)C2C3C=CC4(CN(Cc5cccnc5)C(=O)C24)O3)cc1 (configuration not stated)	1%	-2	2	3%	4	-2%	1.4%	-64%	0%	?	-4
30	c1ccc(N2CCN(c3nc4ccccc4n4nnnc34)CC2)cc1	6%	-7	1	7%	0	-3%	2.8%	3%	2%	?	4
31	COC(=O)c1ccc(NC(=S)NCC2CC2)cc1	2%	9	0	2%	0	-1%	-0.9%	4%	5%	-6%	10
32	CNc1nc(-c2ccccc2)nnc1C(F)(F)F	2%	9	5	-27%	12	-6%	0.0%	-6%	-1%	-2%	-5
